# Bioassay records deposited in PubChem BioAssay by National Center for Advancing Translational Sciences (NCATS).
# L3MBTL1 inh = L3MBTL1 (human) inhibition | Potency, µM (highest dose often 57.1 µM), for the others: at the top dose activity, negative = inhibition, hits mostly inhibitors | AlphaScreen L3MBTL1–H3K9me1 peptide binding | Q9Y468 | hit rate 0.66% among 230,000; note: % is set by controls: 0 for no effect and ±100 for the full control effect; nearly all actives have a fitted effect of over 60% in size
#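 L3MBTL1 (50 nM) pre-complexed 30 min with biotinylated H3(1-15)K9me1 peptide (75 nM), then compounds added for 30 min at room temperature; AlphaScreen streptavidin donor/nickel chelate acceptor beads (10 ug/mL final) read after 30 min dark incubation.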
# TexasRed fluor = Texas Red fluorescence interference in TRb-SRC2 counter-screen | TRb/SRC2 Texas Red total fluorescence interference | hit rate 0.29% among 280,000 | AID 1479 | Potency, µM (highest dose often 106 µM), without a hit: top-dose fluorescence change, negative = quenching; active = well fitted curve in either direction with a large enough effect; inconclusive = small, poorly fitted or top-dose-only effect; note: % is set by controls: 0 for no effect and ±100 for the full control effect
#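 Human TRβ ligand-binding domain (0.6 uM) and Texas Red SRC2 peptide (20 nM) in Tris buffer with 1 uM T3 and 5% DMSO were incubated with pinned compound for 5 hr at ambient temperature. Total fluorescence was computed as S + 2P (555/632 nm).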
# Tau FP inhib = blocks human tau fibril formation measured by polarization. K18 P301L tau heparin fibrillization, Alexa594 FP, 6 h. Potency, µM (doses to about 57.7 µM), without a hit: at the top dose activity, negative = inhibition, most hits filed as inhibitors. hit rate 0.39% among 280,000; note: % is set by controls: 0 for no effect and ±100 for the full control effect; nearly all actives have a fitted effect of over 55% in size
# Target sequence (P10636 561-689 P618L limits assumed): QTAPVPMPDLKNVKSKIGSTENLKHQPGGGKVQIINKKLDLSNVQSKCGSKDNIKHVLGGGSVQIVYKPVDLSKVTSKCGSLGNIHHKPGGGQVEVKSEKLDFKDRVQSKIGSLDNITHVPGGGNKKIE
#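 Human K18 P301L fragment (15 uM unlabeled plus 0.24 uM Alexa 594-labeled) in 100 mM sodium acetate pH 7 with compound, aggregation induced by 20 uM heparin for 6 hr at 37 C. ThT (30 uM) added for 1 hr, then Alexa 594 FP read.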
# Tau fluor cs = counter-screen for tau fibril formation inhibitors | tau K18 P301L Alexa594 fluorescence, heparin fibrillization | Potency, µM (top dose mostly 57.7 µM), without a hit: top-dose activity change, negative = decrease | hit rate 0.93% among 280,000 | AID 1463; note: % is set by controls: 0 for no effect and ±100 for the full control effect; nearly all actives have a fitted effect of over 55% in size
#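 Human tau K18 P301L (15 uM unlabeled, 0.24 uM Alexa 594-labeled) in 100 mM sodium acetate pH 7 with 20 uM heparin, 6 hr at 37 C. ThT 30 uM added, 1 hr ambient; Alexa 594 FP and total fluorescence read at 555/632 nm.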
# HTT cytoprotect = cytoprotection in Huntington HTT-Q103 PC12 cell model. Potency, µM (titrated, usually from 56.4 µM), inactives show cytoprotection (ATP increase), hits mostly activators. AID 1471. hit rate 0.14% among 230,000. PC12 HTT-Q103 induced, cytoprotection, ATP luminescence, 40 h;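 note: % of control where 0% means no effect; nearly all actives have a fitted effect of over 45% in size; toxic huntingtin expression switched on by the ecdysone agonist tebufenozide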
#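 PC12 cells stably carrying ecdysone-inducible Htt exon 1 (Q103)–GFP were induced with 100 nM tebufenozide (final) alongside library compounds in a dose series. Cytoprotection was scored as retained ATP by ATPlite luminescence.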
# RECQ1 inh = RECQ1 (human) helicase inhibition. P46063. RECQ1 DNA unwinding, red fluorescence kinetic read. Potency, µM (doses to about 57.3 µM), for the others: at the top dose activity, negative = inhibition, actives largely listed as inhibitors. hit rate 0.54% among 240,000. AID 2549;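 note: plate controls were vehicle for no effect and no enzyme for full effect; nearly all actives have a fitted effect of over 30% in size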
# Target sequence (P46063 whole entry, looked up): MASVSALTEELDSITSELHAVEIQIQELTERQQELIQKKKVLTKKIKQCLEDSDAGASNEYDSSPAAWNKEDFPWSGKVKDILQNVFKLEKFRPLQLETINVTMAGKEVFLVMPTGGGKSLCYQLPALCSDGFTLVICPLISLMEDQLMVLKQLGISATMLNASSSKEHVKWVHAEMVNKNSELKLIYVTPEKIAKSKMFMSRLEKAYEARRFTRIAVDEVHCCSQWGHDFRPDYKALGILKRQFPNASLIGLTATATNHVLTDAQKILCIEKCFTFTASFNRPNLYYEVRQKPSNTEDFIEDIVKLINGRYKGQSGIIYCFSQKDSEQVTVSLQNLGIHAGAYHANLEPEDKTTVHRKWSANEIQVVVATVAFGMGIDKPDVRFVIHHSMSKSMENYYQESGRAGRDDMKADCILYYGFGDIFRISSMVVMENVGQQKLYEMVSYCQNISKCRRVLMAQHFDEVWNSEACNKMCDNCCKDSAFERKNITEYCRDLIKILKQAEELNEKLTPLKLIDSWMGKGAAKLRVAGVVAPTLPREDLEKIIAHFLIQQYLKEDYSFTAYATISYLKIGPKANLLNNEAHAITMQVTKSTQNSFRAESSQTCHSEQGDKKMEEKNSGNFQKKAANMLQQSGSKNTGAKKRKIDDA
#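 RECQ1T1 50 nM; forked duplex (20 bp + 30-nt ss tails) 200 nM, ATP 2 mM final; pH 8.0, 2 mM MgCl2, 2.5 ug/ml poly(dI-dC); 15 min compound preincubation; discontinuous kinetic read over 2 h at RT.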
# Tau ThT inhib = tau fibrillization inhibition (ThT binding) | recombinant tau K18 P301L, heparin-induced fibrillization, ThT fluorescence | Potency, µM (titrated, usually from 57.4 µM), for inactives: at the top dose activity, negative = inhibition, actives largely listed as inhibitors | hit rate 2.1% among 270,000 | AID 1460; note: % is set by controls: 0 for no effect and ±100 for the full control effect; nearly all actives have a fitted effect of over 55% in size
#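 ThT emission at 510 nm, taken 1 hr after adding 30 uM dye, quantifies aggregates formed when 20 uM heparin acts on human tau K18 P301L for 6 hr at 37 C.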
# TRb-SRC2 inh = TRbeta-SRC2 interaction inhibition | P10828 | TRbeta-SRC2 peptide binding, fluorescence polarization; receptor liganded with 1 µM T3 | Potency, µM (top dose mostly 106 µM), without a hit: at the top dose activity change, negative = inhibition, usual class: inhibitors | hit rate 0.065% among 280,000 | AID 1469;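 note: plate controls were bound peptide for no effect and peptide without receptor for full effect; nearly all actives have a fitted effect of over 50% in size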
#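 TRb LBD 0.6 uM + Texas Red SRC2 peptide 20 nM, 1 uM T3, Tris buffer w/ 5% DMSO; compound pinned, 5 h RT; FP read ex 555/em 632; normalized to unbound and bound controls.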
# Starred values were filed as active, the others as inactive; i = inactive; ? = inconclusive; nt = not tested or not shown; & = joins results of further samples; [ ] = remark or other dose. Unless noted, calls come from the whole dose curve; as a rule, active = well fitted curve in the direction sought with a large enough effect; inconclusive = small, poorly fitted or top-dose-only effect, or another doubt; inactive = no such curve, though single readings can be large; an effect the other way counts as inactive or inconclusive. Potency is the fitted concentration of half-maximal effect. These rows are one share of the data; rates above refer to the full screens.
Compound | L3MBTL1 inh | TexasRed fluor | Tau FP inhib | Tau fluor cs | HTT cytoprotect | RECQ1 inh | Tau ThT inhib | TRb-SRC2 inh
CC(C)C[C@H](NC(=O)[C@@H]1CCCN1C(=O)[C@@H](N)Cc1ccc(O)cc1)C(=O)NCC(N)=O | -1% | -6% | 2% | -8% | nt | 1% | -10% | 5%
CN(C(=O)Oc1cccc2cccnc12)c1ccccc1 | 52%[activator] | -5% | -2% | -15% | -6% | -3% | -7% | 3%
O=C(O)CCn1cc(C=C2C(=O)NC(=S)NC2=O)c(-c2cccc(Cl)c2)n1 | -18% | -2% | 5% | -6% | -3%[10 µM] | -3% | ? | -6%
CNC(=O)Oc1ccc2c(c1)C(=O)c1ccccc1CO2 | nt | -4% | 10% | -7% | 0% | -1% | -16% | -4%
Cn1c(=O)c2c(nc(N/N=C/c3c(O)n(-c4ccccc4)c(=S)[nH]c3=O)n2C)n(C)c1=O | 9% | -3% | -9% | -27% | -15%[10 µM] | -8% | ? | -8%
CCCCCCCCCCCCCCC[C@@H](O)[C@@H](N)COP(=O)(O)O | nt | -2% | 3% | 2% | -16% | i | 1% | 4%
CN1C(=O)C(=Cc2ccc(SC3CCCCC3)o2)C(=O)N(C)C1=O | nt | 5% | -9% | -14% | -14% | -11% | ? | 0%
Cc1cc(=O)[nH]c(SCc2nc3ccccc3c(=O)n2-c2ccccc2C)n1 | 3% | 0% | 9% | 1% | 42% | 22% | 2% | -2%
CN1CCN(c2nc3ccccn3c(=O)c2C=C2C(=O)N(C)C(=O)N(C)C2=O)CC1 | ? | 2% | -14% | -14% | -4%[10 µM] | 0% | ? | 6%
C[C@@H]1C[C@@H](O)[C@@]2(O)[C@]13CC(=O)OC[C@]2(C)[C@@](C)(O)C(=O)C3 | nt | -1% | 0% | -9% | -1% | 6% | -7% | -4%
O=C1Nc2ccc(Br)cc2C(c2ccccc2Cl)=NC1O (configuration not stated) | 7% | -1% | 5% | 10% | -33%[inhibitor] | i | 13% | 0%
CC1(C)C2([N+](=O)[O-])CN3CC1([N+](=O)[O-])CN(C2)C3c1ccccn1 (configuration not stated) | -7% | 1% | -5% | -7% | -6%[10 µM] | 11% | -4% | 2%
ClCCNc1nc2ccc(Cl)cc2[nH]1 | 7% | -1% | 0% | 0% | -13% | -11% | -4% | 1%
Cc1noc(C)c1C(=O)N1CCC2(CC1)Oc1ccc(F)cc1C(=O)C21CC(c2ccc(Cl)cc2)=NO1 (configuration not stated) | nt | -1% | 4% | -18% | 12%[10 µM] | -19% | ? | -6%
CCOc1ccccc1N1C(=O)NC(=O)/C(=C/c2ccc3c4c(cccc24)CC3)C1=O | -2% | 4% | -6% | -13% | 22% | -4% | ? | -10%
CC(=O)c1c(O)n(-c2cccc(Cl)c2)c(=O)[nH]c1=O (tested in a mixture with another compound) | -18% | 0% | -10% | -12% | -14%[10 µM] | -7% | -14% | 7%
Cc1cnc[nH]1 | -1% | 0% | nt | nt | -4% | -3% | nt | -2%
O=S(=O)(Cl)c1ccccc1 | nt | -1%[201 µM] | nt | nt | -23% | 13% | nt | 1%[201 µM]
O=C(COc1ccc(Cl)cc1Cl)N1CCN(C/C=C/c2ccccc2)CC1 | nt | -5% | 6% | -14% | -46%[inhibitor] | -10% | -17% | 0%
CCN1C[C@@]2(COC(=O)c3ccccc3N3C(=O)CC(C)C3=O)CC[C@H](OC)[C@]34C5C[C@@H]6[C@@H](OC)C[C@@](O)(C5[C@H]6OC)[C@@](O)(C13)[C@@H](OC)C24 (some centres not stated) | nt | -1% | 0% | 1% | 5%[1.9 µM] | 2% | 1% | -2%

# Two of the compounds above, with each value named:
> CC1(C)C2([N+](=O)[O-])CN3CC1([N+](=O)[O-])CN(C2)C3c1ccccn1 (configuration not stated)
- L3MBTL1 inh: -7%
- TexasRed fluor: 1%
- Tau FP inhib: -5%
- Tau fluor cs: -7%
- HTT cytoprotect: -6%[10 µM]
- RECQ1 inh: 11%
- Tau ThT inhib: -4%
- TRb-SRC2 inh: 2%

> O=C(COc1ccc(Cl)cc1Cl)N1CCN(C/C=C/c2ccccc2)CC1
- L3MBTL1 inh: nt
- TexasRed fluor: -5%
- Tau FP inhib: 6%
- Tau fluor cs: -14%
- HTT cytoprotect: -46%[inhibitor]
- RECQ1 inh: -10%
- Tau ThT inhib: -17%
- TRb-SRC2 inh: 0%

# Remaining list, next part.
Compound | L3MBTL1 inh | TexasRed fluor | Tau FP inhib | Tau fluor cs | HTT cytoprotect | RECQ1 inh | Tau ThT inhib | TRb-SRC2 inh
CCCCn1c(O)c(C(C)=NCCN2CCCCC2)c(=O)[nH]c1=O | -8% | 3% | -2% | -8% | -15%[0.074 µM] | -2% | ? | 2%
C[C@]12CCC(=O)C[C@@H]1CC[C@@H]1[C@@H]2CC[C@@]2(C)[C@H]1CC[C@]2(C)O | nt | -1% | 12% | -3% | nt | -9% | -5% | 3%
OCC1OC(n2cnc3cc(Cl)c(Cl)cc32)C(O)C1O (configuration not stated) | nt | 0%&-9% | 0% | 2% | nt | -6% | 0% | -7%&5%
Cc1cccnc1-n1c(CN2C(=O)c3ccccc3C2=O)nc2ccccc2c1=O | -2% | -5% | 3% | -3% | -2% | i | -7% | -1%
CC(=O)C1(c2ccccc2)CCNCC1 | -3% | -1% | -5% | -1% | 5%[10 µM] | 2% | 4% | -2%
O=c1[nH]c(=S)n(-c2ccccc2F)c(O)c1C=NCc1ccco1 | 0% | 0% | -2% | -4% | nt | -1% | -10% | -5%
CN1CCN(C(=O)Cc2ccccc2)CC1 | 5% | -2% | 7% | -2% | 24%[10 µM] | 4% | -7% | -2%
CC12CN3CC(c4ccccc4)(CN(C1)C31CCCCC1)C2=O | nt | -2% | -1% | -4% | -5% | -2% | -8% | 5%
C=CCN1CCc2cccc3c2C1Cc1ccc(O)c(O)c1-3 (configuration not stated) | nt | ? | ? | 14µM*[quencher] | 12% | ? | 14µM* | -2%&3%
C[N+](C)(C)CCc1ccc(O)cc1 | 5% | 1% | -2% | 0% | -1%[10 µM] | -13% | -1% | -5%
Cc1cc(/C=C2\C(=O)NC(=O)N(Cc3ccco3)C2=O)c(C)n1-c1ccc(O)cc1 | 40µM* | -1%[53 µM] | -4% | -6% | 7%[10 µM] | 23% | 1% | 5%[53 µM]
Cc1cccc(NC(=O)C(C)N2CC=C(c3ccccc3)CC2)c1 (configuration not stated) | nt | -1% | -2% | -11% | -2% | -11% | -17% | 6%
Clc1ccccc1 | nt | 0% | nt | nt | -8% | -3% | nt | -6%
O=C(CN1CCOCC1)c1cccc2ccccc12 | -7% | -3% | -13% | -13% | -23% | i | ? | -4%
CN1C[C@H](CO)C=C2c3cccc4[nH]cc(c34)C[C@H]21 | -27% | 0% | ? | ? | -2%[10 µM] | -8% | ? | -5%
Nc1c(C(=O)Nc2cccc(Br)c2)sc2nc3c(cc12)N1CCC3CC1 | nt | 1% | 0% | ? | nt | nt | ? | 0%
Cc1ccc(S(=O)(=O)CC(=O)c2cc(C)c(OC(=O)N(C)C)c(C)c2)cc1 | -17% | -2% | 3% | 6% | 6%[10 µM] | 0% | 1% | 1%
COC(=O)C(O)C(O)(CCC(C)C)C(=O)OC1C(OC)=CC23CCCN2CCc2cc4c(cc2C13)OCO4 (configuration not stated) | nt | 1% | -8% | -8% | -257%[inhibitor] | i | -6% | -2%
CC12CN3CC(C)(CN(C1)C31CCSCC1)C2=O | 0% | 1% | -13% | 0% | -5% | 7% | -3% | 0%
Oc1c(Br)cc(Br)cc1Br | -8% | -4%[201 µM] | nt | nt | -8%&7% | -5% | nt | -10%[201 µM]
CC(C)(C)C(=O)Cn1c(NCCCl)nc2ccccc21 | 2% | -3% | 3% | -1% | 4% | i | 2% | -8%
CCCCP(=O)(O)c1ccccc1 | 1% | -7% | 5% | -7% | 31% | -4% | -8% | 8%
CCOc1ccc(N(CC)S(=O)(=O)c2ccc3c(c2)oc(=O)n3C)cc1 | -3% | -1% | -3% | -13% | -19%[10 µM] | 7% | ? | 1%
CC[C@@H]1CN2CCc3cc(OC)c(OC)cc3[C@H]2C[C@@H]1C[C@@H]1NCCc2cc(O)c(OC)cc21 | nt | 1%[53 µM] | nt | nt | -72%[inhibitor][40.3 µM] | -2%[25.9 µM] | nt | -7%[53 µM]
CC(=O)c1cn(Cc2ccc(C#N)cc2)c2ccccc12 | 5% | 0% | 6% | 8% | 30%[10 µM] | i | 12% | -6%
CN1C(=O)NC(=O)C2(Cc3ccccc3N3CCOCC32)C1=O (configuration not stated) | -4% | 3% | -13% | -11% | 14% | -8% | -10% | 2%
COc1cccc(N2C(=O)NC(=O)/C(=C/c3ccc4c(c3)Cc3ccccc3-4)C2=O)c1 | nt | 1% | -13% | -15% | -22% | -1% | ? | 1%
CC1(C)CN=C(NCc2ccccc2Cl)S1 | 9%[11.4 µM] | 0% | 1% | 5% | -1%[0.074 µM] | -10% | -1% | 0%
COc1ccc(C(c2c(O)c3ccccc3oc2=O)c2c(C)n(C)n(-c3ccccc3)c2=O)cc1 (configuration not stated) | 3% | -2%&0% | 6%&7% | -17%&-10% | -1%[10 µM] | 11% | -10%&-15% | -7%&1%
Cc1cccc2c1N(N=O)CCC2 | -4% | 5% | -3% | -7% | 7%[10 µM] | -2% | -4% | 8%
CCCCn1c(O)c(C(CC)=Nc2ccc(OCC)cc2)c(=O)[nH]c1=O | nt | -1% | -2% | -18% | 0%[0.074 µM] | i | ? | -7%
COc1ccc(/C=C/c2nc3ccccc3c(=O)n2-c2ccc(C)cc2)cc1O | nt | -1% | 11% | ? | nt | nt | ? | 4%
O=C1C=CC(=O)c2c(O)cccc21 | nt | 8.9µM*[quencher] | ? | 7.1µM*[quencher] | -72%[inhibitor] | 4.5µM* | 11µM* | ?
C/C(=N\NC(=O)c1ccncc1)c1c(O)n(-c2ccccc2)c(=O)[nH]c1=O | -9% | -5% | 6% | -10% | 11%[10 µM] | -12% | -12% | -6%
